# Screening results as filed in PubChem.
# SDO1 yeast rescue – growth rescue of sdo1-depleted yeast, primary screen, S. cerevisiae, bone marrow failure model; S. cerevisiae sdo1-depleted JHY4D growth rescue, OD600 30 h; stronger effect = higher value; pdr5 snq2 efflux-pump mutant strain; z-score at 10 µM; actives 0.21% (n = 140,000);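 active means z-score above 3 at both the 24 hr and the 30 hr optical density reads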;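 further: z-score against mean and SD of all compound wells on the same plate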
# Insulin prom inh – inhibitors of insulin promoter-driven GFP, primary screen, imaging, TRM-6 cells (human fetal islet line), eGFP reporter, cell count. actives 0.9% (n = 130,000). inhibition, % at 2 µM. reporter expression induced with tamoxifen;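 active means inhibition above the mean plus 3 SD, with well images judged a real hit on visual review, cut at about 60% in these data, passing the limit was not always enough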
# SDO1 yeast rescue Rescue 24 h – second read-out of SDO1 yeast rescue, no call of its own (marks repeat the call); z-score; S. cerevisiae sdo1-depleted JHY4D growth rescue, OD600; measured here: growth rescue at 24 h;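 0 is the plate mean of compound wells and units are plate SD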
# The depositor's hits bear a star; x = not tested or not shown.
mol,SDO1 yeast rescue Rescue 24 h,SDO1 yeast rescue,Insulin prom inh
C=CCn1c(C)cc(C(=O)COC(=O)C2CC(=O)N(Cc3ccccc3)C2)c1C (stereo not given),-0.49,-0.4,-7.1
CCOC(=O)/C(C#N)=C/c1c(Oc2cccc(C)c2)nc2c(C)cccn2c1=O,1.6,1.45,-14.3
CCN(c1ccccc1)S(=O)(=O)c1ccc(NC(=S)NC(=O)c2cccs2)cc1,-0.27,-0.52,0.0
Cc1ccc(-c2c3c(=O)n(C)c(=O)n(C)c3cn2Cc2ccccn2)cc1,-0.68,-0.55,x
CC1CCc2c(sc(NC(=O)CN3CCN(C(=O)c4ccco4)CC3)c2C#N)C1 (stereo not given),-0.18,-1.69,-33.3
CS(=O)(=O)N1CCN(c2ccccc2NC(=O)c2ccc3ccccc3c2)CC1,-0.24,-0.62,27.8
O=C(NCc1ccccn1)C1CCN(Cc2cnn(-c3ccccc3)c2-n2cccc2)CC1,0.52,0.78,-30.0
CCN(CC)c1ccc(C(=O)OCC(=O)NCC2CCCO2)cc1 (stereo not given),-0.06,0.15,17.1
COC(=O)/C=C1\N/C(=N\c2nc(C)cc(C)n2)N(c2ccc(C)cc2)C1=O,-0.52,-0.17,18.8
COc1ccc(-c2cc(=O)oc3cc(OC(C)C(=O)O)ccc23)cc1 (stereo not given),-0.76,0.06,-9.3
CCCc1nnc(NC(=O)CCCC(=O)O)s1,0.06,0.22,40.3
Cc1ccnc(SCCn2c(N3CCN(Cc4ccccc4)CC3)nc3c2c(=O)[nH]c(=O)n3C)n1,0.47,0.69,x

# The list goes on.
mol,SDO1 yeast rescue Rescue 24 h,SDO1 yeast rescue,Insulin prom inh
COc1nc(OCC#N)nc(N2CCCCC2)n1,x,x,6.7
O=C(NC1C(=O)NNC1c1ccccc1)c1ccc(F)cc1 (stereo not given),2.24,1.83,15.4
CCOc1ccc(C(Nc2ccc(C)cc2)P2(=O)OCCCO2)cc1 (stereo not given),-0.24,0.03,34.8
C=CCOn1c(=O)c(-c2ccccc2)[n+]([O-])c2ccccc21,x,x,-88.2
Cc1ccc(NC(=O)C2CCN(C(=O)c3ccccc3C)CC2)cc1,-0.64,-0.08,-14.3
CCc1n[nH]c(=O)n1Cn1c(CC)n[nH]c1=O,1.95,1.48,-53.6
CC(C)(C)N=C1NN=C(c2cc3ccccc3o2)CS1,-0.3,-0.58,x
NNC(=S)Nc1ccccc1Cl,x,x,5.9
CC1(C)C2([N+](=O)[O-])CN(CCO)CC1([N+](=O)[O-])CN(CCO)C2,0.7,1.13,-165.1
Cc1cccc(NC(=S)NNC(=O)c2ccco2)c1,-0.08,0.55,-12.5
CC(=O)N(C)C1(c2nnnn2CCOC(=O)Nc2cccc3ccccc23)CCCC1,0.36,0.74,11.8
COc1ccccc1-c1nnc(-c2ccc(N3CCOCC3)cc2)o1,0.17,0.06,37.5

# Reformatted field by field: part of the list above
smiles: CCc1n[nH]c(=O)n1Cn1c(CC)n[nH]c1=O
  SDO1 yeast rescue Rescue 24 h = 1.95; SDO1 yeast rescue = 1.48; Insulin prom inh = -53.6

smiles: Cc1cccc(NC(=S)NNC(=O)c2ccco2)c1
  SDO1 yeast rescue Rescue 24 h = -0.08; SDO1 yeast rescue = 0.55; Insulin prom inh = -12.5

smiles: CC(=O)N(C)C1(c2nnnn2CCOC(=O)Nc2cccc3ccccc23)CCCC1
  SDO1 yeast rescue Rescue 24 h = 0.36; SDO1 yeast rescue = 0.74; Insulin prom inh = 11.8

smiles: CC(C)(C)N=C1NN=C(c2cc3ccccc3o2)CS1
  SDO1 yeast rescue Rescue 24 h = -0.3; SDO1 yeast rescue = -0.58; Insulin prom inh = x

# (more compounds)
mol,SDO1 yeast rescue Rescue 24 h,SDO1 yeast rescue,Insulin prom inh
Cc1nc(=O)c(-c2ccccc2)c(C)n1-c1ccccc1C(=O)O,-0.09,0.55,5.4
CCOc1ccc(CN2CCN(Cc3[nH]c4ccccc4c3C)CC2CCO)cc1 (stereo not given),x,x,-52.2
COc1ccc(S(=O)(=O)N[C@@H](Cc2ccccc2)C(=O)N2CC[C@@]3(O)CCCC[C@H]3C2)cc1,0.32,-0.02,35.7
COc1ccccc1CNC(=O)Cn1cccc1,-0.23,0.39,2.7
O=C(NC(=S)Nc1cccc(Cl)c1N1CCCCC1)c1cccs1,0.34,-1.23,25.0
O=C(CSc1nc2ccccc2c(=O)n1NC(=O)Cc1ccccc1)NCc1ccccc1,0.86,1.17,5.3
CC1=C(C(=O)OC2CCCC2)C(c2coc3ccccc3c2=O)C2=C(CCCC2=O)N1 (stereo not given),x,x,8.3
O=C(O)CCn1c(=O)sc2ccccc21,-0.34,0.29,x
COc1ccc(S(=O)(=O)n2nc(OC(=O)c3ccc(C)cc3)cc2N)cc1,-0.66,-0.97,x
Cc1ccc(CCC(=O)Nc2nccs2)o1,-0.16,0.53,x
CCOC(=O)CSc1nc2cc(C(=O)N3CCC(C(N)=O)CC3)ccc2c(=O)n1-c1ccccc1,1.13,0.9,0.0
COc1ccc(C(=O)NCCc2nnc(SCc3nc4ccccc4c(=O)[nH]3)n2C)cc1,-1.04,-0.48,-20.6

# Other structures.
mol,SDO1 yeast rescue Rescue 24 h,SDO1 yeast rescue,Insulin prom inh
CC1(C)NC(=O)N(CC(O)COc2ccccc2C(=O)Nc2ccccc2)C1=O (stereo not given),0.92,0.72,x
CCN1CCN(c2cc(N3CCc4ccccc4C3)c(F)cc2[N+](=O)[O-])CC1,0.24,-0.11,x
COC(=O)c1sccc1NC(=O)/C=C/c1ccc(Cl)cc1,-0.03,0.21,x
CCN(CC)C(=O)c1cccc2c1C(=O)c1ccccc1-2,0.78,-0.04,-2.6
O=C1c2ccccc2N(Cc2ccc(Cl)cc2)C2=NCCN12,-0.15,-0.58,37.5
Cc1nn(-c2ccccc2)c(N2CCCC2)c1/C=C1\N=C(c2ccc(F)cc2)OC1=O,0,-0.72,33.3
Cc1ccc(CNC(=O)COC(=O)CCC(=O)c2cccs2)cc1,x,x,-22.2
CCOC(=O)C1C(=O)CC(C)(O)C(C(=O)OCC)C1c1cc(Br)ccc1OC (stereo not given),-0.08,-0.26,-350.0
Cc1ccc(-c2cnc(SCC(=O)N3CCCc4ccccc43)n2C)cc1,-0.51,-1.65,3.9
CC(C)Oc1ccc(/C=C(/NC(=O)c2ccccc2)C(=O)NCCC(=O)O)cc1,x,x,11.1
O=C(Nc1nc(-c2ccc(S(=O)(=O)N3CCCC3)cc2)cs1)c1ccco1,-0.91,-0.91,-17.3
COC(=O)Nc1ccc(S(=O)(=O)NCc2ccccn2)cc1,x,x,-66.7

# More entries
mol,SDO1 yeast rescue Rescue 24 h,SDO1 yeast rescue,Insulin prom inh
COc1ccccc1-n1c(SCC(=O)Nc2ccc(F)cc2)nc2c(c1=O)SCC2,-0.32,0.03,30.0
COc1ccccc1N1C(=O)CC1(C#N)c1ccc(OCc2ccccc2)cc1 (stereo not given),-0.76,-0.56,4.6
CC1CCN(S(=O)(=O)c2ccc(NC(=O)N3c4ccccc4Sc4ccccc43)cc2)CC1,0.78,0.71,x
Cc1ccc(-c2nc3ccccc3c(=O)n2NC(=O)c2cccs2)cc1,-0.15,-0.44,-3.3
COc1ccc(OC)c(/C=N\NC(=O)c2ccc(=O)n(C)c2)c1,0.2,0.48,57.1
Cc1ccccc1C(=O)Nc1ccccc1-n1cccc1,-0.71,-0.14,-1.4
N#Cc1c(NC(=O)CSc2n[nH]c(N)n2)oc(-c2ccccc2)c1-c1ccccc1,-0.39,-0.15,34.6
COc1ccc(N2CCN(CC(O)c3c[nH]c4ccc(OC)cc34)CC2C)cc1 (stereo not given),0.31,0.3,12.5
CCc1nnc(NC(=O)c2cccc(S(=O)(=O)N(C)c3ccccc3)c2)s1,0.25,-0.7,-50.7
O=C(NCc1n[nH]c(=S)n1-c1cccc(Cl)c1)c1ccc(S(=O)(=O)N2CCCC2)cc1,0,0.03,-27.3
CCCCn1c(SCC(=O)c2ccc(OC)c(OC)c2)nc2cc(S(N)(=O)=O)ccc21,1.45,0.82,-12.5
CN(C)CCSc1nnc2sc3ccccc3n12,-0.1,0.21,0.0

# More compounds
mol,SDO1 yeast rescue Rescue 24 h,SDO1 yeast rescue,Insulin prom inh
COc1cccc(-c2noc(C3CCCN(S(=O)(=O)c4cccc(Cl)c4C)C3)n2)c1 (stereo not given),-0.06,-0.4,x
NC(=O)c1oc2ccccc2c1NC(=O)c1ccc(F)cc1,-1.25,-1.12,x
COc1ccc(NS(=O)(=O)c2cccc(NC(=O)NC3CCCCC3)c2)cc1,-0.21,1.23,-3.5
O=C(Oc1ccc2ccc(=O)oc2c1)N1CCOCC1,0.22,0.44,-57.1
O=C(CN1CCN(c2ccccc2O)CC1)NC(=O)NC1CCCC1,x,x,33.3
Cc1cc(C)nc(SCC(=O)c2ccc(O)cc2O)n1,-0.35,-0.81,x
O=C(Cn1cnc2c(nnn2Cc2ccc(Cl)cc2)c1=O)N1CCCc2ccccc21,0.26,-0.27,-323.5
Cc1ccc(-c2cc(-c3ccccc3)c(C#N)c(N)n2)o1,-1.37,-2.1,-25.0
COC(=O)C1(C(F)(F)F)N=C2Sc3ccccc3N2C(N2CCOCC2)=N1 (stereo not given),0.53,0.39,x
CCOc1ccc(N=C2NC(=O)S/C2=C\c2ccc(Cl)cc2)cc1,-0.72,-1.68,-19.2
C=C(C)c1cccc(C(C)(C)NC(=O)Nc2cc(C)ccc2OC)c1,0.46,0.08,-20.0
CC1(C)OC(=O)N(CCc2ccccc2)C1(C)O (stereo not given),0.44,0.46,-28.1

# (cont.)
mol,SDO1 yeast rescue Rescue 24 h,SDO1 yeast rescue,Insulin prom inh
CCCCCCSC1=C(C#N)C(=O)NC2(CCCCC2)S1,-0.86,-0.89,-123.8
COc1ccc(C(=O)N(c2ccccc2)C2C=CS(=O)(=O)C2)cc1 (stereo not given),1.13,1.06,-35.7
Cc1ccc(NC(=S)c2nc3ccccc3s2)cc1,-0.24,-0.42,6.9
Cc1ccc(CCP(=O)(O)CN2CCOCC2)cn1,0.82,0.8,48.6
O=C(NCCN1CCOCC1)C1CCC(=O)N1C1CCCCC1 (stereo not given),-0.99,-0.69,38.5
CCC(C)c1ccc(O)c(NC(=O)c2cncc(Br)c2)c1 (stereo not given),-1.48,-0.84,-327.8
O=C(c1cccc(S(=O)(=O)N2CCCC2)c1)c1cccc(S(=O)(=O)N2CCCC2)c1,-0.91,-1.22,0.0
COc1ccc(C(=O)N2CCN(Cc3cc(OC)c(O)c(OC)c3)CC2)cc1OC,0.07,0.3,x
CCOc1ccc2nc(SCC(=O)Nc3ncccn3)[nH]c2c1,-0.27,0.5,-13.8
CC(C)(C)c1csc(N(CCC#N)CCC#N)n1,-1.05,0,-35.5
CCC(C)NC(=O)CC1Oc2ccc(Cl)cc2NC1=O (stereo not given),0.03,0.3,x
COc1ccc(/C(C)=N/NC(=O)CNC(=O)/C=C\c2ccco2)cc1,x,x,-57.1

# Following part.
mol,SDO1 yeast rescue Rescue 24 h,SDO1 yeast rescue,Insulin prom inh
CS(=O)(=O)c1sc2nc(-c3cccs3)cc(-c3ccccc3)c2c1N,-0.74,-1.45,-7.7
CC(Cc1ccccc1)N/C=C1\CC(=O)NC1=O (stereo not given),0.35,1.14,-31.4
CCCN(CCC)CC(=O)NCC1(c2ccccc2)CCOCC1,-0.23,0.16,-20.7
NC(=O)C(c1ccc(Sc2ccccc2)nn1)c1ccc(Cl)cc1Cl (stereo not given),0.22,0.27,x
C=CCn1c(O)c(N=NC(=S)Nc2cccc(C)c2)c2ccccc21,0.17,0.05,-100.0
COc1cc(/C=C/C(=O)OCC(=O)NC(=O)NC(C)(C)C)cc(OC)c1OC,x,x,33.3
CCOC(=O)c1cccc(N2C(=O)Nc3ccccc3N2O)c1,-0.73,0.36,31.2
COCCN(CCOC)Cc1c(C)[nH]c2ccccc2c1=O,0.37,0.64,29.7
COc1ccc(CNC(=O)COC(=O)CCCOc2ccc(Cl)cc2Cl)cc1,0.56,-0.02,x
Cc1cc(C)n(-c2nc(NCC(C)O)c3c4c(sc3n2)CCCC4)n1 (stereo not given),-0.38,-0.93,-16.7
CCCCCCNC(=O)Cc1c(O)c2ccccc2[nH]c1=O,0.7,0.48,-16.2
O=C(NCc1ccc(F)cc1)C1CCCN(C(=O)Nc2ccccc2)C1 (stereo not given),0.78,1.76,x

# Continued:
mol,SDO1 yeast rescue Rescue 24 h,SDO1 yeast rescue,Insulin prom inh
O=C(COc1ccccc1O)NNc1ccccc1,-0.41,-0.41,-63.3
Cc1cccc(NC(=O)c2sc(NC(=O)COc3ccccc3)c(C#N)c2C)c1C,0.63,0.17,44.4
Oc1oc(-c2ccco2)nc1C=Nc1ccccc1,0.27,0.04,x
NC(=O)[C@@H]1CCOc2c(I)cc([N+](=O)[O-])cc2C(=O)N[C@@H](CO)C(=O)NCC(=O)N1,0.49,0.49,35.0
C/C(=N\Nc1cc(N2CCOCC2)ncn1)c1cccc([N+](=O)[O-])c1,x,x,17.1
CCCOc1ccc(C(=O)Nc2ccc(S(=O)(=O)Nc3onc(C)c3C)cc2)cc1,x,x,-12.5
O=C(NCc1ccccc1)c1ccccc1CO,0.66,2.18,-8.3
CCc1ccc2[nH]c(=O)c(CN(Cc3ccccc3)Cc3nnnn3Cc3ccco3)cc2c1,-0.36,-0.33,35.5
O=C(CC(c1ccccc1)c1ccccc1)NCc1cccnc1,0.94,1.05,-106.7
CC(C)(C)NC(=O)NC(=O)COC(=O)COc1ccc2c(c1)CCC2,0.36,0.23,-75.8
Cc1cccc(/C=N/n2c(-c3ccncc3)n[nH]c2=S)c1,-0.32,-0.25,16.1
Cn1c(CN2CCOCC2)nnc1SCC(=O)NCCc1ccccc1,-0.17,0.46,-10.0
CCOc1ccc2cc(S(=O)(=O)n3ccnc3C)ccc2c1,-0.45,-0.2,-57.7

# Some of the compounds tested; rates above refer to the full screens.
